Screens (PubChem BioAssay)
HTR5A ag: activates human HTR5A in OPRM1-OPRD1 agonist counter-screen | HTR5A agonist assay, luminescence, cell-based | activation, % at 9.3 µM | actives 0.61% (n = 340,000); in the data active = activation mostly above about 9.5%, no sharp cut-off; inactive = mostly below about 7.6%;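 note: 0% = cells with vehicle only and 100% = reference agonist; strong numbers were not always called active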
Target sequence (P47898 whole entry, looked up): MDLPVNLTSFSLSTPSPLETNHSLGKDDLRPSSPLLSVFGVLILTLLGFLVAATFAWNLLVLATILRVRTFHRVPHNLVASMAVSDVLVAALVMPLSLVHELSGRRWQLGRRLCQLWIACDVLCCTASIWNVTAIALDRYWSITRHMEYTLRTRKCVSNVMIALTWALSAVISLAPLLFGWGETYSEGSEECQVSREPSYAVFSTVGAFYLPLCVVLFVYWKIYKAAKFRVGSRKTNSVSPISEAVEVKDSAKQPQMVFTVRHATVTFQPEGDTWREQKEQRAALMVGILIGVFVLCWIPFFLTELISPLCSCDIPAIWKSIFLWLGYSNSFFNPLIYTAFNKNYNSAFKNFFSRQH
MOR-DOR ag: OPRM1-OPRD1 heterodimerization agonism; activation, % at 9.3 µM; AID 504326; cells, luminescence; actives 0.3% (n = 340,000); in the data active = activation above about 18%;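 note: 0% = vehicle-treated cells and 100% = reference agonist; values of inactives mirror those of a sister screen read the other way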
AddAB inh: less growth of phage-infected E. coli with AddAB. actives 0.29% (n = 330,000). inhibition, % at 11.9 µM. E. coli expressing H. pylori AddAB, absorbance growth; in the data active = inhibition above about 12%;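 note: 0% = vehicle wells of infected cells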
phage Ecoli inh: E. coli growth loss with phage present; growth absorbance; AID 651602; actives 0.26% (n = 360,000); inhibition, % at 11.9 µM; in the data active = inhibition above about 11%
MOR-DOR inv ag: inverse agonist of human OPRM1-OPRD1 heterodimerization. P35372+P41143. cell-based MOR-DOR heterodimer luminescence, inverse agonism. actives 0.21% (n = 340,000). inhibition, % at 9.3 µM; in the data active = inhibition above about 22%, passing the limit was not always enough;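 note: 0% = cells with DMSO and 100% = wells without cells with DMSO; values of inactives mirror those of a sister screen read the other way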
DSG3 Ab inh: inhibitors of pemphigus antibody binding to human desmoglein-3; DSG3-coupled beads, scFv-anti-DSG3-GFP binding, flow cytometry; hits give low values; P32926; binding (percent of control), % at 10 µM; actives 0.48% (n = 310,000); AID 588358;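 active = binding more than 3 SD below its plate's average and above zero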;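 note: hits lower antibody fragment binding to DSG3; some compounds called inactive have numbers as strong as hits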
E coli growth: bacterial growth inhibition, counter-screen for AddAB inhibitors; E. coli V3065 growth, OD600 absorbance, 18 h; inhibition, % at 11.9 µM; actives 0.27% (n = 330,000); AID 449728;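 active = inhibition above the campaign's mean inhibition across all tested compounds plus 3 SD, cut at about 9.9% in these data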;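 note: uninfected addAB+ strain grown without phage in ampicillin broth; 0% = DMSO wells and 100% = ciprofloxacin 0.95 µg/ml wells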
HTR5A inv ctr: HTR5A inverse agonism, opioid heterodimer counter-screen; P47898; HTR5A cell line, luminescence; inhibition, % at 9.3 µM; actives 0.083% (n = 340,000); AID 504634; in the data active = inhibition mostly above about 23%, no sharp cut-off; inactive = mostly below about 18%;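 note: 0% = cells with DMSO and 100% = no-cell wells with DMSO; some compounds called inactive have numbers as strong as hits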
PKA-R1A activ: activates the PKA-R1A holoenzyme complex. P00514+P68181. PKA-R1A dissociation, Cy5-IP20 fluorescence polarization; scaled: DMSO 0%, 113 µM cGMP 100%. activation, % at 11.4 µM. actives 0.083% (n = 340,000);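 active = percent activation above the mean of all tested compounds plus 3 SD, cut at about 19% in these data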;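 note: higher means more PKAc released from R1A so a rise in polarization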
Mot1-301 SUMO: SUMOylation pathway inhibition by Mot1-301 growth rescue; S. cerevisiae Mot1-301 growth rescue, ATP luminescence, 38.5C; percent above DMSO median, 100 means doubled; growth rescue, % at 18.8 µM; actives 1% (n = 320,000); AID 2716;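 active = every valid replicate shows activation above 250% relative to neutral control wells; inactive = the rest, any valid replicate at or below 250%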;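 note: OY570 slx delta 5 strain wells were the positive control but not used for scaling; some compounds called inactive have numbers as strong as hits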
PfHsp90 yeast 2: growth inhibition of yeast expressing Plasmodium Hsp90; S. cerevisiae expressing PfHsp90, BacTiter-Glo ATP, 48 h; yeast lacking PDR1 and PDR3 efflux regulators; inhibition, % at 9.4 µM; actives 0.32% (n = 310,000); AID 504621;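 active = every replicate shows inhibition above about 80%, whatever the replicate mean, limit read from the data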;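 note: 0% = DMSO neutral controls and 100% = 20 µM radicicol positive controls; yeast relying on Plasmodium falciparum Hsp90 in place of its own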
Starred values were filed as active, the others as inactive; . = not tested or not shown.

The opening 2 compounds as a preview:
structure	MOR-DOR ag	HTR5A ag	MOR-DOR inv ag	phage Ecoli inh	HTR5A inv ctr	E coli growth	Mot1-301 SUMO	PKA-R1A activ	DSG3 Ab inh	AddAB inh	PfHsp90 yeast 2
CSc1ccccc1C(=O)C1CCCN(C(=O)CCc2cccnc2)C1 (centres undefined)	-1.5	1.2	7.7	5.0	-9.1	1.5	335.6	-1.2	.	0.2	-40.1
O=C(c1ccc(Cl)c(Cl)c1)N1CCC(=O)N(C(COCc2cccc(C(F)(F)F)c2)Cc2ccccc2)CC1 (centres undefined)	1.9	1.5	-10.0	-1.5	-42.3	-1.4	-3.2	1.1	96.7	3.5	18.6

Results, from the first entry:
structure	MOR-DOR ag	HTR5A ag	MOR-DOR inv ag	phage Ecoli inh	HTR5A inv ctr	E coli growth	Mot1-301 SUMO	PKA-R1A activ	DSG3 Ab inh	AddAB inh	PfHsp90 yeast 2
CSc1ccccc1C(=O)C1CCCN(C(=O)CCc2cccnc2)C1 (centres undefined)	-1.5	1.2	7.7	5.0	-9.1	1.5	335.6	-1.2	.	0.2	-40.1
O=C(c1ccc(Cl)c(Cl)c1)N1CCC(=O)N(C(COCc2cccc(C(F)(F)F)c2)Cc2ccccc2)CC1 (centres undefined)	1.9	1.5	-10.0	-1.5	-42.3	-1.4	-3.2	1.1	96.7	3.5	18.6
COc1ccc(NC(=O)C2C(=O)NC3(C)CC2c2ccccc2O3)cc1 (centres undefined)	-1.2	-4.8	6.3	3.0	13.6	-0.7	-5.9	0.5	97.8	-1.7	-3.3
CC1CCN(c2nncc3ccccc23)CC1	-1.1	5.7	6.2	2.6	-12.7	-0.9	-6.1	3.9	108.8	0.8	-2.7
CC1CCCN(C(C(=O)NC2CCCCC2)c2cc3c(cc2[N+](=O)[O-])OCO3)C1 (centres undefined)	1.5	4.8	-8.0	0.9	-10.6	0.6	-13.6	2.7	.	3.4	17.3
O=c1cc(-c2ccccc2)c2cc(Cl)ccc2[nH]1	3.5	1.8	-16.1	-1.4	-6.3	0.7	-2.8	-12.1	.	0.7	-24.9
C=CC[C@H](CC(=O)NCCO)C(=O)N[C@H](COC(=O)[C@@H](CC=C)CC(=O)OC(C)(C)C)Cc1ccccc1	-0.3	4.2	1.7	1.4	-10.8	1.8	6.8	-10.1	98.4	2.9	0.5
CC(NC(=O)c1ccc(C23CC4CC(CC(C4)C2)C3)cc1)C(=O)O (centres undefined)	-4.5	-0.9	22.4	3.8	10.3	-1.6	-3.2	-8.5	82.9	-2.1	12.5
O=[N+]([O-])c1ccc(SCCc2ccccn2)cc1	-1.6	-2.0	8.4	3.3	1.7	-1.4	-9.6	6.5	108.5	-0.1	3.3
O=C1C(Cc2ccccc2)Nc2ncnc(N3CCc4ccccc4C3)c2N1Cc1ccc(Cl)cc1 (centres undefined)	-1.9	-1.9	10.3	.	4.8	-1.0	0.4	9.0	95.3	2.1	-12.3
CCN(CC)S(=O)(=O)c1cccc(NC(=O)COC(=O)CCC(=O)c2cccs2)c1	-1.9	0.1	9.4	.	-0.4	-1.2	-6.3	-6.6	105.1	1.4	10.1
Cc1cc(N/C=C/C(=O)c2ccccc2)ccc1Br	3.0	-0.4	-15.1	-1.0	-45.2	-1.0	191.6	-9.4	114.8	3.7	-10.4
CC(=O)c1ccc([N+](=O)[O-])c(CS(=O)(=O)c2ccccc2)c1	7.4	-2.4	-33.3	-0.2	8.6	1.8	846.3	-11.6	87.7	-0.9	-65.8
O=[N+]([O-])c1ncccc1OCc1ccc(Cl)c(Cl)c1	1.3	-3.3	-7.8	1.5	23.1	-0.6	-0.9	1.3	.	3.1	-15.4
Cc1c(C(=O)OCC(=O)N2C(C)CCCC2C)oc2ccccc12 (centres undefined)	-3.5	5.5	20.0	1.5	-20.2	1.3	1.3	9.5	116.9	0.9	18.6
Cc1ccc2nc(Nc3ccc(Cl)cc3)c3nncn3c2c1	0.0	-2.1	0.2	1.1	8.4	-0.3	8.6	1.8	89.9	0.7	-27.5
Cc1ccc(CC(NC(=O)c2ccccc2)C(=O)NC(CC(C)C)C(=O)O)cc1 (centres undefined)	-2.5	4.2	12.6	2.5	1.4	-0.7	-4.3	2.2	109.2	1.6	-0.9
COCCNC(=O)CCCn1c(=O)c2cc(OC)c(OC)cc2n(CC(=O)Nc2ccc(F)cc2)c1=O	-3.4	0.6	18.1	-1.8	13.6	-0.1	6.1	6.2	103.6	-1.7	-29.6
O=[N+]([O-])c1cccc(-c2ccc(CN3CCN(c4ccccc4)CC3)o2)c1	-0.1	-3.8	0.4	-1.4	-4.9	-0.9	-0.4	-6.1	96.5	2.4	-17.5
COc1cc(NC(=O)COc2ccccc2)ccc1NC(=O)c1ccco1	-2.0	-0.8	10.7	4.1	2.1	-2.0	189.6	-2.6	98.0	1.8	16.4
CCN1CC(c2ccccc2)C(c2ccc(Cl)cc2)=N1 (centres undefined)	7.4	3.8	-46.2	2.5	-8.4	-0.8	17.0	8.2	99.7	-0.3	7.6
COc1ccc(C)cc1NC(=O)C(OC(=O)C1=NNC(=O)CC1)c1ccccc1 (centres undefined)	-1.1	-0.7	4.2	2.0	7.1	0.1	14.4	5.9	97.4	0.7	-3.9
CCOC(=O)NC(Nc1nnc(SCC)s1)(C(F)(F)F)C(F)(F)F	-2.9	-3.2	12.3	1.1	8.0	-0.6	0.8	-8.7	.	2.5	-3.8
Cc1ccc(CNC(=O)C2CC(c3cccc([N+](=O)[O-])c3)=NO2)o1 (centres undefined)	-1.8	-0.3	10.0	0.5	-6.4	1.3	103.9	-16.3	.	4.2	-6.4
Cc1cc(C)cc(C(N)=Nc2cccc(C#N)c2)c1	-1.3	-3.0	5.7	1.2	10.6	0.6	-4.9	1.8	88.2	-1.8	12.2
CC(=O)Nc1ccc(S(=O)(=O)N(Cc2ccccc2)c2ccccn2)cc1	-0.7	-1.4	3.4	1.0	4.8	-0.5	-5.6	10.3	134.0	2.3	-6.0
N#Cc1ccc(NC(=O)Cn2cnc(S(=O)(=O)N3CCOCC3)c2)cc1	-2.1	-0.2	11.0	.	-0.8	-2.5	17.5	-4.4	77.9	1.3	3.0
Cc1ccnn1Cc1cc(C(=O)O)c2ccccc2n1	-3.9	-0.3	20.1	5.5	0.9	-3.1	14.1	-3.5	98.6	0.4	-14.4
Cc1ccc(NC(=O)C2CCCN2C(=O)Oc2ccccc2)c(C)c1 (centres undefined)	-0.5	-2.0	2.2	1.9	5.3	2.0	4.4	1.8	109.9	1.1	8.9
CC(=O)c1sc(NC(=O)C=C(C)C)nc1C	-3.3	-2.6	16.7	3.1	-13.4	0.8	1.7	-0.2	97.1	3.7	1.6
O=C(CCC(=O)OCC(F)(F)C(F)F)NCc1ccccc1	-0.4	-2.1	1.9	3.4	-8.6	0.5	-6.3	-7.6	102.9	0.3	-32.6
O=C(N/N=C/c1cc([N+](=O)[O-])ccc1O)c1ccncc1	-3.8	-1.1	18.9	0.3	1.3	-2.3	127.2	-8.5	94.3	-1.5	-10.3
CN(CC(=O)Nc1cccnc1)S(=O)(=O)c1ccccc1	-1.1	-2.0	5.8	0.0	9.8	-3.9	7.2	-3.8	98.7	-0.6	-13.9
Cc1ccc(N(Cc2ccc([N+](=O)[O-])cc2)C(=O)c2ccco2)cc1C	0.3	-0.8	-1.8	3.5	2.1	-1.3	-8.5	-6.8	98.8	1.6	-3.5
CCn1nc(NC(=O)COC)c2cc3cc(C)ccc3nc21	-3.0	5.0	15.6	-0.6	-18.3	-0.3	8.5	5.6	91.6	-1.2	7.2
Cn1c(=O)c2c(SCC(=O)NC3CCCC3)nc(CC(C)(C)C)nc2n(C)c1=O	-1.9	2.8	10.4	1.0	-5.5	-2.4	-20.8	7.8	103.0	3.0	-24.8
O=C(Nc1ccc(Br)cn1)c1ccc(Br)s1	6.0	5.0	-26.6	2.3	-18.0	0.3	96.3	-10.7	101.3	3.7	12.1
CCCCOC(=O)CSc1nnc(-c2cc(OC)c(OC)c(OC)c2)o1	-0.8	-3.6	4.2	-0.9	-8.3	-1.6	-1.9	-11.5	86.2	1.0	.
CN(C)c1ccc(/C=C/C(=O)c2ccccc2O)cc1	-3.5	0.1	16.5	3.4	-5.0	1.9	-13.7	5.4	103.5	2.2	13.7
Cn1c(=O)[nH]c(=O)c2c1nc(N1CCCC1)n2CCCSc1nnnn1-c1ccccc1	-0.7	-0.2	3.8	3.3	6.4	2.2	3.9	4.7	101.3	1.3	-6.1
COc1ccccc1C(=O)Nc1ccc(S(=O)(=O)N2CCc3ccccc32)cc1	-2.2	-2.5	13.0	2.8	-24.4	3.4	-16.6	-13.3	97.7	2.0	3.9
COc1ccc(N2CC(C(=O)N3CCN(S(=O)(=O)c4ccc(F)c(F)c4)CC3)CC2=O)c(OC)c1 (centres undefined)	-0.4	6.8	1.6	2.1	-18.9	.	.	-2.1	113.0	.	-51.5
O=C(Cc1ccc(Br)cc1)Nc1ccc(Cl)cc1	4.6	10.2	-23.0	7.1	-6.4	3.3	4.8	-9.6	102.5	5.7	-21.3
Fc1cccc(Cl)c1CSC1=NCCS1	2.0	2.1	-16.6	0.3	-12.3	-0.1	35.8	1.4	112.9	2.5	-12.0
C[C@@H]1CC=C[C@H]2[C@H]1C(=O)N(Cc1ccccc1)[C@H]2c1ccc(-c2ccc(N(C)C)cc2)cc1F	-1.3	-3.0	6.9	1.9	0.5	1.2	13.5	5.4	100.7	0.1	.
Cc1ccc(CNC(=O)CCS(=O)(=O)c2ccc3c(c2)oc(=O)n3C)cc1	-3.3	0.0	16.9	1.8	23.6	1.8	6.8	9.0	.	4.2	-15.7
